High-throughput results from PubChem.
MIN6 prolif: induces beta-cell replication in MIN6 cells; MIN6 cells proliferation, ATPlite luminescence, 48 h; cells starved in 0.2% serum; 100% = growth in 10% serum; proliferation, % at 10 µM; 0.29% of 330,000 active; AID 2380;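 active means compounds whose signal lies at least 3.5 SD above the mean of all wells on their plate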;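 further: 0% = DMSO-treated cells in low-serum medium and 100% = 10% serum control; some compounds called inactive have numbers as strong as hits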
NR3A LBD binder: NR3A (human) ligand-binding domain modulation; 2.5% of 340,000 active; AID 1259313; NR3A LBD differential scanning fluorimetry, Tm shift; 0% = protein alone, 100% = glycine-bound protein; Tm shift relative to glycine control, % at 25 µM;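 active means melting temperature shift of at least 10% of the positive control shift, at one fixed dose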
APJ antag: blocks the human apelin receptor APJ; P35414; CHO-K1 APJ beta-arrestin complementation, luminescence; inhibition, % at 20 µM; 0.32% of 330,000 active; AID 2521;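 active means inhibition above about 40% at 20 µM, limit read from the data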;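 further: cells challenged with 10 nM apelin-13 agonist together with compound; plate controls were apelin-13 plus DMSO wells for no effect and DMSO wells lacking apelin-13 for full effect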
Target sequence (P35414 whole entry, looked up): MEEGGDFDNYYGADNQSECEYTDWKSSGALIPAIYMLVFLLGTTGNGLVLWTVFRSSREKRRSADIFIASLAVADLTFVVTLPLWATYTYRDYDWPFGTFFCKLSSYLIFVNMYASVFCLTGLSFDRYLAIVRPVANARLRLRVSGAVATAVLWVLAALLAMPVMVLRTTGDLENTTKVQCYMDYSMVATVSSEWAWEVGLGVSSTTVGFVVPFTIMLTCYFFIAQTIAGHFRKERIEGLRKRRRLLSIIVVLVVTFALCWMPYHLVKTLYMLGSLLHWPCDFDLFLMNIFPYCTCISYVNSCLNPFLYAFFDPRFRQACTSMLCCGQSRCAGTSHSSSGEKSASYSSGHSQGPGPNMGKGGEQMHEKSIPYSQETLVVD
tim10-1 inh: inhibits growth of tim10-1 mutant yeast; S. cerevisiae tim10-1 ts strain growth, BacTiter-Glo, 24 h; inhibition, % at 20 µM; 2.2% of 330,000 active; AID 463190;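 active means inhibition of at least 40%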;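 further: mutant grown at 25 °C; 0% = DMSO wells with yeast and 100% = wells holding no yeast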
NLRP3 yeast inh: NALP3 inhibition in yeast; 0.39% of 330,000 active; AID 2825; inhibition, % at 10 µM; Yeast reconstituted NLRP3/ASC/caspase-1, beta-gal luminescence, 24 h;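 active means inhibition of 50% or more; inactive means inhibition below 50%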;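 further: plate controls were induced DMSO wells for no effect and uninduced yeast grown without galactose for full effect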
tim23-1 inh: inhibits growth of tim23-1 mutant yeast; S. cerevisiae tim23-1 growth, BacTiter-Glo luminescence, 24 h; inhibition, % at 20 µM; 1.3% of 330,000 active;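 active means growth inhibition of the mutant yeast at or above 50%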;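 further: temperature-sensitive mutant grown at 25 °C; plate controls were DMSO-treated mutant yeast for no effect and medium wells lacking yeast for full effect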
MPTP block: permeability transition pore inhibition; 1.4% of 360,000 active; inhibition, % at 10 µM; isolated mouse mitochondria, Ca2+ swelling absorbance, 30 min;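 active means inhibition of 50% or more, scaled per plate between neutral and stimulator controls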;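 further: 0% = DMSO wells given calcium and 100% = 1 mM EGTA wells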
TIM10 inh: TIM10 yeast growth inhibition; S. cerevisiae TIM10 strain growth, BacTiter-Glo luminescence, 24 h; inhibition, % at 10 µM; 1.4% of 330,000 active;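 active means inhibition of 40% or more at the single tested concentration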;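 further: wild-type TIM10 isogenic control strain grown at permissive 25 °C; 0% = DMSO yeast wells and 100% = minimal medium wells without yeast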
APJ agonist: agonists of human APJ apelin receptor. CHO-K1 APJ PathHunter beta-arrestin, luminescence; 0% DMSO wells, 100% apelin. activation, % at 20 µM. 0.11% of 330,000 active. AID 2520. P35414;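 active means activation more than six SD over the plate average, tested at 20 µM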;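 further: 0% = DMSO alone and 100% = apelin-13 at 10 nM; some results filed as inactive read as strong as hits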
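Assay system – PathHunter CHO-K1 APJ (AGTRL-1) beta-arrestin reporter cells · Compound – one dose, 20 µM compound, 1% DMSO · Timing – compound 90 min 25 °C, reagent 1 h · Measured by – luminescence from split beta-galactosidase complementation, Galacton Star/Emerald II substrate · Measure – beta-arrestin recruitment to APJ as agonist activity, luminescent signal · Benchmarks – DMSO vs Apelin-13 10 nM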
An asterisk follows results filed as active; . = not tested or not shown. Compounds were not picked by outcome. Share with any hit: about 7.2%.

The opening 2 entries, to show the layout:
Values in the order: APJ agonist	TIM10 inh	tim10-1 inh	APJ antag	MPTP block	NR3A LBD binder	NLRP3 yeast inh	MIN6 prolif	tim23-1 inh
- CC1CCC2CCCCC2N1C(=O)c1cc([N+](=O)[O-])cc([N+](=O)[O-])c1 (stereo unspecified)
    7	40*	29	-67	0.8	4	0	0	52*
- CC(=O)c1c(C)nc2ccccc2c1N
    0	-7	-11	1	-1.1	0	12	-3	2

All compounds of this part, previewed entries included:
Values in the order: APJ agonist	TIM10 inh	tim10-1 inh	APJ antag	MPTP block	NR3A LBD binder	NLRP3 yeast inh	MIN6 prolif	tim23-1 inh
- CC1CCC2CCCCC2N1C(=O)c1cc([N+](=O)[O-])cc([N+](=O)[O-])c1 (stereo unspecified)
    7	40*	29	-67	0.8	4	0	0	52*
- CC(=O)c1c(C)nc2ccccc2c1N
    0	-7	-11	1	-1.1	0	12	-3	2
- CN(C)C(=O)COC(=O)c1cccc(CN2C(=O)c3ccccc3C2=O)c1
    -2	7	17	-4	-1.6	1	8	-2	19
- Cc1ccc(C)c(NC(=O)CSc2nc(=O)n(CCN3CCOCC3)c3c2CCCC3)c1
    -2	-5	-8	21	-1.0	1	-2	8	1
- Cc1cccc(OCCCC(=O)Nc2ccc(S(=O)(=O)Nc3ncccn3)cc2)c1C
    1	-4	-6	-17	0.1	1	12	-3	0
- COc1ccc(COc2ccsc2C(=O)Nc2ccc(Cl)cc2)cc1
    -6	0	5	22	3.1	-4	18	-5	2
- O=C(COc1ccc(S(=O)(=O)N2CCCCC2)cc1)NCc1cccnc1
    -1	-12	9	12	0.8	-3	-4	-3	-3
- CCC1CCCCN1C(=O)CSc1nc2c([nH]c3ccccc32)c(=O)n1C (stereo unspecified)
    8	16	17	-6	1.7	17*	-2	-4	21
- COc1ccc(NC(=O)C2CCCN(C(=O)c3ccc(Cl)cc3)C2)cc1S(=O)(=O)N(C)C (stereo unspecified)
    1	2	4	11	-0.6	0	2	-4	1
- CC1Cc2cc(/C(O)=C3/C(=O)C(=O)N(CCCn4ccnc4)C3c3ccc(Br)cc3)ccc2O1 (stereo unspecified)
    4	6	7	-35	-1.6	2	8	-3	12
- CCCCNC(=S)N(CCCN(C)C)Cc1cc2cc3c(cc2[nH]c1=O)OCO3
    -1	7	-12	12	0.3	0	8	-4	6
- COC(=O)C1=C(O)/C(=C\c2ccc(O)c(OC)c2)N=C1C
    -1	-7	9	16	-1.4	1	5	2	17
- O=C(Cn1cccc1C(=O)c1ccccc1)NCCN1CCOCC1
    -1	12	4	9	-0.7	1	16	-4	-1
- Cc1cccc(OCC(=O)N(Cc2cccs2)C2CCS(=O)(=O)C2)c1C (stereo unspecified)
    -4	11	25	9	0.6	0	5	1	4
- Cc1ccc(C(=O)NCCc2nnc3ccc(SCC(=O)Nc4cc(C)on4)nn23)cc1
    -3	2	5	11	0.4	0	-3	1	-2
- CCOC(=O)c1ccc(NC(=O)COc2ccc(S(=O)(=O)NC(C)C)cc2)cc1
    0	2	11	11	0.9	-3	-3	-1	6
- COc1cc(C(=O)N2CCN(S(=O)(=O)c3ccc(F)cc3)CC2)cc(OC)c1OC
    -3	20	15	-11	0.8	1	0	-3	14
- CSc1cccc(NS(=O)(=O)c2ccccc2)c1
    -3	3	11	6	-1.3	20*	30	0	-9
- O=C(CCNS(=O)(=O)c1ccccc1)N1CCN(c2ccccc2F)CC1
    -4	-4	-18	5	-0.7	-1	4	0	-5
- CCN(C(=O)COC(=O)CCC(=O)c1cccs1)c1c(N)n(Cc2ccccc2)c(=O)[nH]c1=O
    -2	-1	-8	16	0.5	0	4	3	6
- CC(=O)Oc1ccc(N(C(C)=O)S(=O)(=O)c2cc([N+](=O)[O-])ccc2C)cc1
    5	25	21	-22	1.8	0	6	0	19
- CCC1Sc2ccc(S(=O)(=O)Nc3ccc(OC)c(OC)c3)cc2NC1=O (stereo unspecified)
    4	-5	2	-4	95*	1	10	-7	4
- CCOC(=O)Cc1csc(NC(=S)NC(=O)CC(C)C)n1
    -3	42*	50*	18	1.9	2	-47	-2	55*
- Cc1ccc2nnc(Cl)n2n1
    0	-6	-2	11	1.9	0	14	2	-4
- Cc1[nH]c2ccc(C(C)C)cc2c1CC(=O)O
    1	6	11	14	2.0	-1	12	-1	11
- Cc1ccc(/C(O)=C2\C(=O)C(=O)N(CCc3c[nH]c4ccccc34)C2c2cccnc2)cc1 (stereo unspecified)
    -5	-11	-2	-8	-1.2	0	-7	-2	9
- O=C(Cn1cnc([N+](=O)[O-])n1)NC1CC1
    -2	-6	-16	2	-1.5	-1	8	-2	-3
- COc1ccc(NC(=O)/C(C#N)=C\c2cc(OC)c(OCc3ccc(C(=O)O)cc3)cc2Br)cc1
    3	26	26	4	2.8	8	-64	-4	20
- O=C(Nc1nc2ccccc2s1)c1cc2c(s1)-c1ccccc1OC2
    -2	3	-13	-50	3.4	-1	4	-4	7
- CCn1c(SCC(=O)Nc2nc3c(s2)CCCC3)nnc1-c1ccccc1
    -4	25	21	1	-2.3	0	-5	-2	15
- Cc1ccc(/C=C/C(=O)OCC(=O)NCc2ccc(Cl)cc2)o1
    0	-3	12	-2	-0.2	0	15	-5	18
- Cn1c(=O)[nH]c(=O)c2c1nc(NCCCO)n2Cc1ccc(F)cc1
    2	-7	13	13	-1.2	4	1	1	9
- CC12CCC(C(=O)N(NC(=O)c3cccnc3)C1=O)C2(C)C (stereo unspecified)
    3	12	18	7	-0.3	0	8	-2	9
- CC[C@H]1OC(=O)[C@H](C)[C@@H](O[C@H]2C[C@@](C)(OC)[C@@H](O)[C@H](C)O2)[C@H](C)[C@@H](O[C@@H]2O[C@H](C)C[C@H](N(C)C)[C@H]2O)[C@](C)(O)C[C@@H](C)[C@@H]2N[C@@H](COCCOC)O[C@H]([C@H]2C)[C@]1(C)O
    -4	2	-4	12	-2.3	-1	2	3	-4
- Cc1ccc(-c2nn(C)c(=O)c3ccccc23)cc1CO
    0	3	0	24	2.4	-1	5	1	10
- Cc1ccccc1CCN(C(=O)CN1C(=O)c2ccccc2S1(=O)=O)C(C(=O)NCC1CCCO1)c1ccncc1 (stereo unspecified)
    -4	15	4	9	-0.2	-8	0	0	12
- Cc1cccc(NC(=O)c2nc[nH]c2C(=O)N[C@@H](CCCCNC(=O)OC(C)(C)C)C(=O)OC(C)(C)C)c1
    -4	21	11	-2	0.8	-9	6	-7	18
- CCc1ccc(-c2cc(C)no2)cc1S(=O)(=O)NCc1ccco1
    -1	11	13	-8	-2.3	5	18	-1	18
- COc1ccc(NC(=O)[C@@H]2CC=C[C@@H]3CCN(Cc4ccccc4)C(=O)[C@@H]32)cc1
    8	17	31	-25	0.0	-3	20	-2	31
- c1ccc(COc2cccc(CN3CCCCC3)c2)cc1
    -3	-13	-17	8	2.0	-1	18	3	-6
- CC(C(=O)Nc1cccnc1)C1Sc2ccccc2NC1=O (stereo unspecified)
    -2	1	8	-4	0.8	1	-7	0	-1
- Cn1c(CCC(=O)OCC(=O)NCc2ccc3c(c2)OCO3)nc(=O)c2ccccc21
    0	7	0	6	3.6	0	12	-2	5
- CCN(CC)c1ccc(/C=N/NC(=O)c2nnn(-c3nonc3N)c2-c2ccc(C)cc2)cc1
    -2	2	9	8	-0.5	4	6	0	15
- COC(=O)C1=C(C(=O)OC)[C@@H]2N(C)c3ccc(OC)cc3[C@@]23C[C@@H](C(=O)OC)N(C(=O)C2CCC2)C3=N1
    3	0	5	6	.	2	-2	-6	3
- COCCOc1cc(NC(=O)CS(=O)CC(=O)N(C)C)c(Cl)cc1Cl (stereo unspecified)
    -3	-11	-7	-10	-1.5	0	15	0	-1
- COc1ccc(C(C(=O)NC(C)(C)C)N(C(=O)CNC(=O)c2cccs2)c2ccc(C)cc2)cc1OC (stereo unspecified)
    1	-4	4	-8	-2.0	-3	20	-1	8
- CCOc1ccccc1N(C)S(=O)(=O)c1ccc2[nH]cc(C(=O)N(CCOC)CCOC)c(=O)c2c1
    0	0	8	8	-0.8	0	14	-4	0
- Cc1cc(C)c(NC(=O)c2cnn(C)c2)c(C)c1
    -3	2	5	-7	-0.2	1	-7	-1	6
- c1cnn(Cc2cnc(N3CCOCC3)s2)c1
    -3	-6	-1	11	0.8	1	4	-2	-3
- CC(C)Cn1c(=O)c(C(=O)NCc2ccc3c(c2)OCO3)c(O)c2ccccc21
    -3	-11	6	7	2.8	3	8	-2	22
- O=C(NC(Nc1nc2ccc([N+](=O)[O-])cc2s1)(C(F)(F)F)C(F)(F)F)c1ccccc1
    3	77*	85*	21	94*	6	40	-5	81*
- Cc1ccc(CSc2nc3ccsc3c(=O)n2Cc2ccccn2)cc1
    -3	19	-14	4	1.5	-1	-2	-4	40
- O=C(CCCN1CCC(C(=O)c2ccc(F)cc2)CC1)c1ccc(F)cc1
    -4	-8	-6	21	6.0	2	22	-3	-1
- COc1ccccc1Nc1nc(-c2cccc(N3C(=O)c4ccccc4C3=O)c2)cs1
    -3	10	26	-11	-1.9	15*	1	0	13
- CC(C)c1ccccc1NC(=S)N(C)C
    4	3	4	8	1.7	0	-14	1	-12
- COc1cccc(CN2CC(C(=O)N(C)C3CCOCC3)CCC2=O)c1 (stereo unspecified)
    -3	2	-15	-5	-2.0	-1	8	3	4
- CC(=O)Nc1ccc(NC(=O)c2cc(=O)c3ccccc3o2)cc1
    0	9	-27	8	-3.0	-8	-6	-2	-1
- Cc1cc(C(F)(F)F)nn1CC(=O)NNC(=S)Nc1ccc(F)cc1
    -4	7	9	24	-0.1	-1	-2	1	-17
- O=C(COC(=O)c1ccc([N+](=O)[O-])cc1Cl)NC(=O)c1ccccc1
    12	-3	-4	-59	-0.5	0	24	-3	-6
- NC(=O)[C@H](Cc1cc2ccccc2s1)NC(=O)[C@@H]1CC2(CC(c3cccc(NC(=O)[C@@H]4CCC(=O)N4)c3)=NO2)CN1C(=O)c1ccccc1 (stereo partly specified)
    3	6	15	1	-2.6	-2	20	-1	19

Later entries:
Values in the order: APJ agonist	TIM10 inh	tim10-1 inh	APJ antag	MPTP block	NR3A LBD binder	NLRP3 yeast inh	MIN6 prolif	tim23-1 inh
- COc1cccc(C(c2sc3nc(C)nn3c2O)N2CCN(C(=O)c3ccco3)CC2)c1 (stereo unspecified)
    -2	3	4	16	-0.8	1	10	-2	-9
- COc1ccc(OCC(=O)NCCNC(=O)c2cccnc2)cc1
    0	-2	-13	2	0.7	-2	13	0	-6
- O=C1CC(C2CCCO2)C(=O)N1Cc1ccccc1 (stereo unspecified)
    -3	-2	-16	11	-2.0	2	13	-1	-15
- COc1cc2nc(CC(C)C)n(NC(=O)c3ccccc3)c(=O)c2cc1OC
    1	-9	40	8	-0.9	0	-3	-3	29
- Cc1ccc(NC(=O)CSc2ccccc2NC(=O)c2cccc(Cl)c2)cc1Cl
    14*	1	3	-26	80*	-5	13	-4	7
- CCOc1ccc2c(c1)OC(c1ccc(C)cc1)(C(F)(F)F)NC2=O (stereo unspecified)
    1	23	-16	-19	0.8	-10	17	0	13
- Cc1ccc(COC(=O)NCc2cccnc2)cc1
    2	0	3	11	-0.6	2	12	0	-7
- COc1ccc(CCNS(=O)(=O)c2cn(C)cn2)cc1OC
    -5	13	20	6	-1.3	-2	-3	5	9
- COc1ccc(C(=O)Nc2ccccc2NC(=O)c2ccco2)c(OC)c1
    -1	11	22	2	-0.1	0	11	-1	-3
- CCCc1cc(NCCCCO)n2c(nc3ccccc32)c1C#N
    -3	-3	12	-7	3.7	1	2	-1	7
